TCR CD3 inh: inhibitors of human TCR-CD3 interaction, primary screen, biochemical, fluorescence, TAMRA-labeled TCR probe. T-cell receptor (TCR). inhibition, % at 9.4 µM. actives 0.37% (n = 360,000). AID 651800, 2012; in the data active = inhibition above about 19%;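 note: recombinant mutant TCR 2C K166C tagged with TAMRA read by polarization; 0% = receptor in buffer alone and 100% = receptor with positive control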
DDE Tn7 FP inh: inhibitors of Tn7 peptide binding to fibrin DD(E), primary screen, biochemical, fluorescence polarization, human fibrin, Tn7 probe; inhibition, % at 8.3 µM; FP displacement of FITC-Tn7 peptide from fibrin DD(E); 0% = median of compound wells per plate; Fibrinogen beta chain (Homo sapiens), P02675; actives 0.13% (n = 370,000); AID 720508, 2013;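 active = inhibition above the mean of compounds falling within the control limits plus 3 SD of them, cut at about 14% in these data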;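 note: 0% = plate median of compound wells and 100% = 10 µM Aha-Tn7 peptide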
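Measure: % inhibition scaled between sample-field median and high-control FP; Test system: human fibrin DD(E); Quantity: 2 µM final DD(E) protein; Doses: one dose, 8.3 µM nominal; Schedule: compound with protein 10 min, then 3 h after probe, room temperature; Detection: fluorescence polarization; Medium: Tris buffer with calcium and detergent, pH 7.8.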
Tn6 DDE FP: inhibitors of Tn6 peptide binding to fibrin DD(E), primary screen, biochemical, fluorescence polarization, human fibrin, Tn6 probe; inhibition, % at 8.3 µM; actives 0.21% (n = 370,000); Fibrin DD(E) TRITC-Tn6 fluorescence polarization displacement; AID 720509, 2013;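 active = inhibition above a per-campaign cutoff: mean of compounds within control limits plus 3 SD, cut at about 15% in these data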;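 note: 0% = median of all compound wells on the plate and 100% = blocking peptide control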
SIAE inh: human SIAE inhibitors, primary screen, biochemical, fluorescence polarization, FP-Rh probe, 1536-well HTS. actives 0.69% (n = 370,000). SIAE FP-Rh probe binding. inhibition, % at 9.66 µM. AID 1053197, 2014. Sialate O-acetylesterase (Homo sapiens), Q9HAT2;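 active = inhibition above a cutoff: mean of compounds within the control limits plus 3 SD of those, cut at about 17% in these data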;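 note: 0% = plate median of compound wells and 100% = probe without SIAE protein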
MBD2 DNA inh: inhibitors of MBD2 binding to methylated DNA, primary screen, biochemical, TR-FRET, DNA-binding domain, human; Methyl-CpG-binding domain protein 2 (Homo sapiens), Q9UBB5; MBD2 binding to methylated oligonucleotide; inhibition, % at 4.4 µM; actives 0.31% (n = 370,000); in the data active = inhibition above about 13%
Target sequence (Q9UBB5 whole entry, looked up, the tested form may be a part): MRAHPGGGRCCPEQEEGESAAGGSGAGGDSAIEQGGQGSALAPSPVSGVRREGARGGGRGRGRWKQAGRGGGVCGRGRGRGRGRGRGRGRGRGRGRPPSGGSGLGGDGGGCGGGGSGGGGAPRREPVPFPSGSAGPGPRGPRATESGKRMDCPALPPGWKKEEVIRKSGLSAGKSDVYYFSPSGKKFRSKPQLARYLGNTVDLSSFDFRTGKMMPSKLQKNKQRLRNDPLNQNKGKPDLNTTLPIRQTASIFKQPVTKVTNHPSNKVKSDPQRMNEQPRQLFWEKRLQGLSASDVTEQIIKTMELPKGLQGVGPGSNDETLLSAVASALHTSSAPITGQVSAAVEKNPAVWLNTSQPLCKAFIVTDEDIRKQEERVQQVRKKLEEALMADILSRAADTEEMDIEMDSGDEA
LEDGF integ inh: blockers of LEDGF/p75-dependent integrase strand transfer – biochemical, TR-FRET, high throughput, primary screen; TR-FRET IN-LEDGF/p75 DNA integration, Eu/Cy5; AID 743269, 2014; HIV-1 integrase (with human LEDGF/p75); actives 0.64% (n = 370,000); inhibition, % at 3.7 µM;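 active = inhibition above the screen-wide mean plus 3 SD, cut at about 13% in these data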;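 note: signal is the Cy5 over europium emission ratio at 671 and 618 nm; 0% = plate median of compound wells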
PRMT1 inh: PRMT1 methyltransferase inhibitors, primary screen, biochemical, fluorescence polarization; recombinant PRMT1, activity-based probe fluorescence polarization; actives 1.3% (n = 370,000); inhibition, % at 2.79 µM;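 active = inhibition above about 21% made by adding two undisclosed values, limit read from the data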
TDP2 inh: human TDP2 enzyme inhibitors, primary screen, biochemical, epi absorbance, recombinant enzyme; T5PNP hydrolysis, p-nitrophenol absorbance 415 nm; Tyrosyl-DNA phosphodiesterase 2 (Homo sapiens), O95551; actives 0.34% (n = 370,000); inhibition, % at 12.8 µM; AID 720702, 2013;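 active = inhibition above the mean of all tested compounds plus 3 SD, set per campaign, cut at about 25% in these data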;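 note: 0% = DMSO with enzyme and 100% = buffer with substrate but no TDP2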
Target sequence (O95551 whole entry, looked up): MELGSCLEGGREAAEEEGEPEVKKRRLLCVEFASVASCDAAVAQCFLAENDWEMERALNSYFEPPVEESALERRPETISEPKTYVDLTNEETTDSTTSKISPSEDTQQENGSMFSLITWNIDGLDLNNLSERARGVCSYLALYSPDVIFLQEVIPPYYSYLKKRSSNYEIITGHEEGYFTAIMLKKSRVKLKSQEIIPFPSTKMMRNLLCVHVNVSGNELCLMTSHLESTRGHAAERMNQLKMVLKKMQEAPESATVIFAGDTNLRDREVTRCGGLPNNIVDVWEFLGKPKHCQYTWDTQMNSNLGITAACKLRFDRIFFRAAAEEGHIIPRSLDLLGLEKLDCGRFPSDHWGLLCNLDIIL
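Incubation: 2 h at 37 °C; Test system: recombinant human TDP2; Quantity: enzyme 120 nM; Read-out basis: percent inhibition; Medium: 50 mM Tris-HCl pH 7.5 with Mg2+, KCl, DTT, BSA; Repeats: single replicate; Compound: 12.8 µM single point, 1% DMSO; Signal: epi absorbance; Reagent: 5 mM T5PNP chromogenic substrate; Benchmarks: no-enzyme high, DMSO-plus-enzyme low.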
UHRF1 MBD2 ctr: UHRF1 methylated DNA binding inhibitors, primary screen, counter-screen for MBD2 inhibitor project, biochemical, TR-FRET, human UHRF1, single concentration. E3 ubiquitin-protein ligase UHRF1 (Homo sapiens), Q96T88. UHRF1 binding to methylated oligo. inhibition, % at 4.4 µM. actives 0.75% (n = 370,000). AID 687016, 2013; in the data active = inhibition above about 21%;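 note: UHRF1 SRA domain binding a hemimethylated CpG hairpin DNA probe; 0% = median of test compound wells and 100% = reference inhibitor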
KLK7 zymogen act: proKLK7 zymogen activators, primary screen, biochemical, fluorescence intensity. activation, % at 7 µM. purified proKLK7, EDANS-DABCYL substrate fluorescence; 100% is mature enzyme control, 0% vehicle. AID 652039, 2013. actives 0.9% (n = 370,000). Kallikrein-7 (Homo sapiens), P49862;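 active = activation above the mean of all tested compounds plus 3 SD, computed per campaign excluding outliers beyond control limits, cut at about 13% in these data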
Target sequence (P49862 whole entry, looked up): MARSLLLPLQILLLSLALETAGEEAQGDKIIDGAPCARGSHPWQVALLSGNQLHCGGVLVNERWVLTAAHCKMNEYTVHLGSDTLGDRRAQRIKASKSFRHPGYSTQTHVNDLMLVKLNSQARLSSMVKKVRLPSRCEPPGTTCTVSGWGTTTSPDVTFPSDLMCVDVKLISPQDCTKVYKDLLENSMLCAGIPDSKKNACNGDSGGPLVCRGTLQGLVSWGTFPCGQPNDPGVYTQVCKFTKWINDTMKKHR
* marks the source's active call; other numbers are inactive results.

SMILES	TCR CD3 inh	DDE Tn7 FP inh	Tn6 DDE FP	SIAE inh	MBD2 DNA inh	LEDGF integ inh	PRMT1 inh	TDP2 inh	UHRF1 MBD2 ctr	KLK7 zymogen act
Cc1nn(Cc2ccccc2)c(C)c1C(=O)Nc1ccc(N2CCOCC2)cc1	5	1	-3	3	4	2	-1	13	2	0.0
CC(C)(C)C(=O)NC(Nc1cccc2cccnc12)C(Cl)(Cl)Cl (stereo not drawn)	3	9	4	2	0	1	-3	-2	-5	-1.1
CCOC(=O)c1ccc(NC(=O)CCCN2C(=O)NC3(CCCC3)C2=O)cc1	5	-3	-1	0	1	-1	0	8	-2	0.2
CCN(CC(=O)NCc1ccc(Cl)cc1)C(=O)NCc1ccc(Cl)cc1	3	3	4	4	-1	1	-3	-10	0	-0.2
COc1ccc(NC(=O)CCNC(=O)c2ccc([N+](=O)[O-])cc2)cc1S(=O)(=O)N1CCOCC1	11	-4	2	3	-4	1	-1	1	1	-0.3
[O-][n+]1ccccc1SC/C=C/c1ccccc1	9	5	0	10	-2	3	-2	5	-1	0.2
Cc1cc(Nc2cc(Cl)cc(Cl)c2)nc(N)n1	11	-1	-4	-4	-5	-1	-6	2	-2	0.0
O=C(NCC(F)(F)F)c1ccc2sc([C@H]3C[C@H](O)[C@@H](CO)O3)nc2c1	-5	-2	5	-3	-1	-4	3	-10	4	0.1
CC1CN(CCCOc2ccc([N+](=O)[O-])cc2)CC(C)O1 (stereo not drawn)	-3	2	11	-3	-2	2	-1	1	1	0.0
CCN=C1NN=C(c2c[nH]c3ccccc23)CS1	0	2	-2	6	0	-6	6	10	-1	-0.1
C=CCn1c(SCC(=C)C)nc2c1c(=O)[nH]c(=O)n2C	-2	-2	0	4	-4	-3	4	5	-1	0.0
C(=N\n1cnnc1)/C1CCCCC1	-5	0	3	-1	1	0	-1	4	-2	-0.4
Cn1c(SCC(=O)NC2CC2)nnc1-c1ccccc1	4	-6	1	-7	2	2	-3	-10	-1	0.4
Fc1ccc(N2CCN(Cc3nnc(-c4ccccc4)o3)CC2)cc1	2	1	2	6	-3	0	0	5	-1	-0.6
O=C(Nc1ccnn1C1CCN(C2CCCCC2)CC1)c1cccc(F)c1	2	1	4	-3	-1	2	-5	-11	1	0.5
CC(C)n1cc(C(=O)N2CCCC(N3CCN(c4cccc(Cl)c4)CC3)C2)cn1 (stereo not drawn)	1	-3	8	-1	0	0	0	1	3	0.4
COc1cc(CNc2nnnn2C)ccc1OCc1ccc(F)cc1Cl	9	-4	-1	-4	1	0	-1	1	-1	0.3
CC(=O)Nc1ccc(S(=O)(=O)NCC(=O)NC(C)c2ccc(S(N)(=O)=O)cc2)cc1 (stereo not drawn)	-1	-10	-10	3	0	2	1	-2	4	-0.5
COc1ccccc1CNC(=O)C1CC(=O)N(C2CCCC2)C1 (stereo not drawn)	5	-1	-8	5	-4	3	-3	2	0	0.1
NC(=O)c1cc(S(=O)(=O)N2CCOCC2)ccc1N1CCCC1	-8	4	-8	9	-6	-2	1	-5	-1	0.1
Cc1onc(-c2ccccc2)c1C(=O)N/N=C/c1cccs1	-4	6	-8	0	3	-2	1	14	0	0.1
COCCn1c(SCC(=O)Nc2cc(C)nn2-c2ccccc2)nnc1-c1ccncc1	-2	-2	-10	-2	6	-4	4	1	8	-0.6
O=c1ccc(=O)n(CCc2ccccn2)[nH]1	2	12	-5	0	-4	-4	-1	2	-2	0.7
CSc1nc(N)n(-c2cc(C(F)(F)F)ccn2)n1	4	-4	-3	-10	0	0	0	2	10	0.0
CCC(C)(C)NC(=O)C1c2ccccc2Oc2ccccc21	7	6	-1	-5	3	1	3	0	-2	-0.1

New compounds follow.
SMILES	TCR CD3 inh	DDE Tn7 FP inh	Tn6 DDE FP	SIAE inh	MBD2 DNA inh	LEDGF integ inh	PRMT1 inh	TDP2 inh	UHRF1 MBD2 ctr	KLK7 zymogen act
Cc1cccc(C(=O)Nc2sc3c(c2C#N)CCCCC3)c1	-3	-5	-5	-7	2	-1	0	6	0	-0.4
O=C1COc2ccc(C(=O)COC(=O)CNS(=O)(=O)c3cccc(F)c3)cc2N1	-6	1	1	8	18*	3	-1	6	20	-0.4
COc1ccc(CN(C)C(=O)c2cc(S(=O)(=O)NCc3ccccc3)ccc2C)c(OC)c1	-2	-5	0	-4	6	4	-5	-8	-1	0.1
CS(=O)(=O)c1ccc(-n2c(=O)n(Cc3ccccc3)c(=O)c3[nH]cnc32)cc1	-4	-1	4	13	5	-2	-1	10	0	0.6
CCCCCCN1C[C@@H](n2cc(-c3ccc(F)cc3)nn2)[C@H](O)C[C@@H]1c1ccc(Cl)cc1	4	-6	3	-9	0	1	-1	-6	-1	0.3
OC(CNCc1ccc(-c2ccccc2)cc1)c1ccccc1 (stereo not drawn)	2	2	7	0	4	-2	-3	-2	1	-0.1
CCOC(=O)c1ccc(N2C(=O)CC(N3CCCC(C)C3)C2=O)cc1 (stereo not drawn)	5	-1	1	-2	-2	5	8	-2	4	-0.8
O=C(CNC(=O)c1cccs1)N/N=C/c1c(F)cccc1Cl	1	0	-10	0	-2	-1	0	-5	-1	0.6
CCOc1ccc(NC(=S)N2CCC(C(N)=O)CC2)cc1	4	-4	1	2	4	3	-3	9	-3	-0.2
Nc1ccccc1C(=O)NNc1ncc(C(F)(F)F)cc1Cl	-1	4	3	6	-1	0	-2	8	-2	12
COc1ccccc1C(=O)NCCC(=O)NCC1COc2ccccc2O1 (stereo not drawn)	2	1	-5	0	-6	4	-1	5	1	-0.4
O=C(CNC(=O)c1cccs1)OCC(=O)c1cccs1	-2	-2	-8	0	4	2	0	0	3	0.1
O=C(COC(=O)CNC(=O)c1ccccc1)Nc1nc(-c2ccccc2)cs1	3	-3	-9	16	5	0	0	-12	-1	0.6
Cc1ccc(CCC(=O)Nc2cc(Cl)ccc2Cl)o1	3	2	6	-5	5	5	3	-4	15	0.3
CCN(C(=O)COC(=O)c1cc(-c2ccccc2)nc2c1c(C)nn2-c1ccccc1)C1CCS(=O)(=O)C1 (stereo not drawn)	8	-4	0	-2	2	0	-2	1	-3	-29
COc1ccc(NC(=O)COC(=O)c2ccc(S(=O)(=O)N3CCCC3)cc2)cc1OC	4	4	2	4	0	-5	-1	2	-2	0.5
Cc1ccnc(NC(=O)c2cnc(Cl)c(Cl)c2)c1	5	1	6	-3	3	0	1	-3	0	-0.6
O=C1C2C3C=CC(CC3)C2C(=O)N1/N=C/c1ccco1 (stereo not drawn)	-2	-3	-4	-1	0	-1	0	7	-3	-0.1
CSc1ccccc1NC(=O)CSCc1ccc(C)cc1	8	1	-6	9	-3	0	-1	1	-2	-0.1
O=C(c1ccc(CNS(=O)(=O)c2ccc(Br)cc2)cc1)N1CCCCCC1	-4	11	0	-4	1	-3	3	-1	-1	-0.1
COc1cc(C(=O)NCCN2CCOCC2)cc(OC)c1OC	5	1	-4	-7	2	-2	-4	-2	-2	0.4
CCC(C)NS(=O)(=O)c1ccc(NC(=O)CCC2CCCCC2)cc1 (stereo not drawn)	-1	6	1	7	2	-6	-4	-4	-3	-0.4
O=C1COc2ccc(C(=O)c3ccccc3C(=O)NCc3ccco3)cc2N1	-1	-5	4	-1	5	-1	3	-4	1	0.2
O=C(/C=C/c1ccc(OC(F)F)cc1)OCC(=O)N1CCC(c2ccccc2)=N1	2	-4	1	7	-2	0	-2	-8	-1	0.1
COC(=O)c1ccc(OCC(O)CN2CCN(C(=O)c3ccco3)CC2)c(OC)c1 (stereo not drawn)	4	0	3	-1	-5	-2	1	-1	-2	-0.1

Reformatted: entries from further up.
Values run as follows: TCR CD3 inh	DDE Tn7 FP inh	Tn6 DDE FP	SIAE inh	MBD2 DNA inh	LEDGF integ inh	PRMT1 inh	TDP2 inh	UHRF1 MBD2 ctr	KLK7 zymogen act
> COc1ccc(NC(=O)COC(=O)c2ccc(S(=O)(=O)N3CCCC3)cc2)cc1OC
    4	4	2	4	0	-5	-1	2	-2	0.5
> Cc1cccc(C(=O)Nc2sc3c(c2C#N)CCCCC3)c1
    -3	-5	-5	-7	2	-1	0	6	0	-0.4
> COc1ccccc1C(=O)NCCC(=O)NCC1COc2ccccc2O1 (stereo not drawn)
    2	1	-5	0	-6	4	-1	5	1	-0.4
> COC(=O)c1ccc(OCC(O)CN2CCN(C(=O)c3ccco3)CC2)c(OC)c1 (stereo not drawn)
    4	0	3	-1	-5	-2	1	-1	-2	-0.1

The list continues:
SMILES	TCR CD3 inh	DDE Tn7 FP inh	Tn6 DDE FP	SIAE inh	MBD2 DNA inh	LEDGF integ inh	PRMT1 inh	TDP2 inh	UHRF1 MBD2 ctr	KLK7 zymogen act
O=CN1Cc2ccccc2-c2ccccc2C1	-3	5	-7	2	5	1	5	-1	6	-0.2
O=C(Nc1nnc(C2CC2)s1)c1cccc(S(=O)(=O)N2CCc3ccccc32)c1	2	3	-4	-10	1	0	-5	6	0	0.0
O=C(Nc1ccn(CCCN2CCC(N3CCOCC3)CC2)c(=O)n1)OCc1ccccc1	0	-1	7	9	-1	2	-2	3	-1	-0.7
O=S(=O)(NCC1CCCO1)c1ccc(S(=O)(=O)N(Cc2ccc(F)cc2)C2CCCCC2)cc1 (stereo not drawn)	6	-6	-8	2	4	-1	-2	0	2	-0.1
CN(C)NC(=O)C(NC(=O)c1ccc(N)cc1)C12CC3CC(CC(C3)C1)C2 (stereo not drawn)	-7	10	-5	1	7	2	5	-1	5	-0.2
Cn1cccc1Cc1nnc(SCC(=O)Nc2nccs2)n1C	9	-12	-7	3	2	3	6	12	-1	0.2
COc1ccc(C(=O)C2CCCN(Cc3sc(N4CCCC4)nc3Cl)C2)c(OC)c1 (stereo not drawn)	0	-4	-3	-2	2	-1	2	6	-2	0.1
C/C(=N\OC(=O)c1ccccc1)c1c(C)nc2cc(C)ccn12	4	-7	-1	-4	1	3	-2	1	18	-0.1
CSc1nc(N2CCOCC2)cc(N2CCOCC2)n1	4	-3	0	6	-2	6	-5	5	0	0.1
CC(C)(C)C(=O)COC(=O)c1cc(S(=O)(=O)N2CCCCC2)ccc1N1CCOCC1	0	0	1	-12	-3	1	1	0	1	0.4
O=C(Cn1cncn1)N/N=C/c1ccncc1	1	5	10	-11	-1	-4	1	-8	-2	0.2
Cc1nc(SCCc2nc3ccccc3[nH]2)c2oc3ccccc3c2n1	4	0	5	8	1	1	14	1	-2	0.2
